TrxR1 substrate: qHTS Assay for Substrates of Mammalian Selenoprotein Thioredoxin Reductase 1 (TrxR1): qHTS | hit rate 0.01% among 390,000 | Potency, µM (highest dose often 114 µM), without a hit: at the top dose activity change, negative = substrate turnover | purified TrxR1 substrate turnover, NADPH consumption readout; note: potency is the fitted concentration of half-maximal effect; % is set by controls: 0 for no effect and ±100 for the full control effect; nearly all actives have a fitted effect of over 50% in size
Target sequence (O89049 whole entry, looked up): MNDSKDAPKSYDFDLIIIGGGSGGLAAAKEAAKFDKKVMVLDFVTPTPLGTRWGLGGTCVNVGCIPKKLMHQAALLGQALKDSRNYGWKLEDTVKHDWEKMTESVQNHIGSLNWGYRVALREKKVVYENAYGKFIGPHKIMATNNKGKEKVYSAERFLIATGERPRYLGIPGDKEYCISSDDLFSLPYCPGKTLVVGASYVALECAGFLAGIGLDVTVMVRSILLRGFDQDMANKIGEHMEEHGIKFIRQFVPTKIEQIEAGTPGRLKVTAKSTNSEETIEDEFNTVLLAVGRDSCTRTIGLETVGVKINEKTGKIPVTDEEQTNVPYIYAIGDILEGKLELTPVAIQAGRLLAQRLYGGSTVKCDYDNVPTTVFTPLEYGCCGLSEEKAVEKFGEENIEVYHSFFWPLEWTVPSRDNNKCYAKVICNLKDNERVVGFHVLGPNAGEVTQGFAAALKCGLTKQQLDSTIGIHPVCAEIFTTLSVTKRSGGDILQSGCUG
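Rat TrxR1, dispensed at 90 nM, was prereduced with 400 uM NADPH (final) for 5 min at ~22 deg C, then incubated with compound 15 min before 400 uM selenite. A first-read NADPH fluorescence drop versus no-compound background flagged substrates.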
D2 antag: HTS Assay for Allosteric Antagonists of the Human D2 Dopamine Receptor: Primary Screen for Antagonists. AID 485344, 2010. hit rate 2% among 340,000. HEK293 TREx D2 cells, calcium flux, dopamine EC80. inhibition, % at 10 µM; in the data active = inhibition above about 30%; note: 0% is about no effect
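Measurement of antagonist activity uses fluorescent calcium dye in inducible HEK293 T-REx D2 cells: 10 s baseline, compound addition with 180 s read, EC80 dopamine addition with a further 180 s read.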
TRHR agonist: qHTS for Small Molecule Agonists and Allosteric Enhancers of Human TRH Receptor: Primary Screen for Agonists; TRHR cells, calcium flux fluo-8, FDSS agonist mode; Thyrotropin-releasing hormone receptor (Homo sapiens), P34981; activation, % at 2 µM; hit rate 0.18% among 360,000; AID 493084, 2011; in the data active = activation above about 30%; note: 0% is about no effect
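Fluo-8-loaded TRHR cells; 10 s baseline, compound added, kinetic Ca2+ fluorescence read 1/s, agonist mode.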
USP1-UAF1 inh: Inhibitors of USP1/UAF1: Primary Screen; Ubiquitin carboxyl-terminal hydrolase 1 (Homo sapiens), O94782; recombinant USP1/UAF1, Ub-Rhodamine cleavage fluorescence; Potency, µM (doses to about 57.1 µM), inactives show top-dose activity change, negative = inhibition, most hits filed as inhibitors; hit rate 0.23% among 390,000; note: potency is the fitted concentration of half-maximal effect; % is set by controls: 0 for no effect and ±100 for the full control effect; nearly all actives have a fitted effect of over 60% in size; inactives centre near -12
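Step one: compound is pinned into 1nM USP1/UAF1 in HEPES pH 7.8 buffer with TCEP. Step two: 15 min room-temperature incubation. Step three: Ub-Rho (150nM final) starts cleavage, tracked by fluorescence over six one-minute reads.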
TrxR1 inh: qHTS Assay for Inhibitors of Mammalian Selenoprotein Thioredoxin Reductase 1 (TrxR1): qHTS. AID 588453, 2011. Potency, µM (top dose mostly 114 µM), for the others: at the top dose activity change, negative = inhibition, actives largely listed as inhibitors. Thioredoxin reductase 1, cytoplasmic (Rattus norvegicus), O89049. recombinant rTrxR1, NADPH fluorescence consumption, selenite substrate. hit rate 1% among 390,000; note: potency is the fitted concentration of half-maximal effect; % is set by controls: 0 for no effect and ±100 for the full control effect; nearly all actives have a fitted effect of over 65% in size
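Rat TrxR1 (90 nM in the dispensed reagent) was pre-reduced with 400 uM NADPH for 5 min at room temperature, then incubated with compound for 15 min. After 400 uM selenite was added, NADPH fluorescence (Ex 340/Em 450 nm) was followed for 8 min.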
D2 ag: HTS Assay for Allosteric Agonists of the Human D2 Dopamine Receptor: Primary Screen for Agonists; activation, % at 2 µM; AID 485358, 2010; hit rate 0.53% among 340,000; HEK293 T-REx D2 cells, calcium flux agonist mode; D(2) dopamine receptor (Homo sapiens), P14416;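 active = activation over 3 SD above normal in the single-dose calcium agonist read, cut at about 30% in these data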; note: 0% is about no effect
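Calcium-flux readout, 1 cycle/sec over 180 s following compound pin transfer, in inducible HEK293 Trex D2 cells (force-coupled); dopamine controls included. Positive calcium responses during this window marked compounds as potential agonists.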
mIDH1 inhibitor: qHTS for Inhibitors of mutant isocitrate dehydrogenase 1 (IDH1): qHTS; AID 602179, 2012; IDH1-R132H enzyme, NADPH consumption, diaphorase/resazurin fluorescence; hit rate 0.093% among 390,000; Potency, µM (highest dose often 76.6 µM), for the others: top-dose activity change, negative = inhibition, hits mostly inhibitors; note: potency is the fitted concentration of half-maximal effect; % is set by controls: 0 for no effect and ±100 for the full control effect; nearly all actives have a fitted effect of over 65% in size
Target sequence (O75874 whole entry R132H, stated change not applied): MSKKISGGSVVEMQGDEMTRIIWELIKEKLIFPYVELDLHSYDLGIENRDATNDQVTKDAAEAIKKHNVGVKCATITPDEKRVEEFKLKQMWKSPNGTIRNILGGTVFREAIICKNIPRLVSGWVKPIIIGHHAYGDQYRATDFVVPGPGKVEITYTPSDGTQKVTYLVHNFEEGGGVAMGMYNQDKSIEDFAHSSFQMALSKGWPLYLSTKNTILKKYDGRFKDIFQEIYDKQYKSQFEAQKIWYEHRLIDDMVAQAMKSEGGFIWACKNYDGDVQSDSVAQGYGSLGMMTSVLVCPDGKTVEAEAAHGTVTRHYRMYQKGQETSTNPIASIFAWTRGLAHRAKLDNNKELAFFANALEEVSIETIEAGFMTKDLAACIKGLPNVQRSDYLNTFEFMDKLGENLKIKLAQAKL
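IDH1-R132H (0.5 ug/mL dispensed) in pH 7.5 Tris buffer was preincubated 30 min with compound, then given a substrate mix of 0.016 mM NADPH and 2 mM alpha-KG for 80 min at room temperature; remaining NADPH was read by diaphorase/resazurin fluorescence.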
Pin1 inh: qHTS Assay to Find Inhibitors of Pin1. AID 504891, 2011. hit rate 0.009% among 390,000. Peptidyl-prolyl cis-trans isomerase NIMA-interacting 1 (Homo sapiens), Q13526. Pin1 FP peptide displacement, HiFluor488, 10 min. Potency, µM (top dose mostly 115 µM), inactives show at the top dose activity, negative = inhibition, usual class: inhibitors; active = well fitted inhibition curve with a large enough effect in the polarisation, with a control signal flat, not every such curve was filed as active; inconclusive = small, poorly fitted or top-dose-only effect, or effect the other way, or a change in a side signal; inactive = no such curve, though single readings can be large or run the other way; the % refers to the polarisation; note: potency is the fitted concentration of half-maximal effect; % is set by controls: 0 for no effect and ±100 for the full control effect
Target sequence (Q13526 whole entry, looked up): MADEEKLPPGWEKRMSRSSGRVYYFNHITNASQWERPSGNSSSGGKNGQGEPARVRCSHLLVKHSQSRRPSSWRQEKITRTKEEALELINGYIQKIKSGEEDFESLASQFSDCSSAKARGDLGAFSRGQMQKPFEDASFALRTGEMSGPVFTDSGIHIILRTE
TRHR PAM: qHTS for Small Molecule Agonists and Allosteric Enhancers of Human TRH Receptor: Primary Screen for Enhancers; Thyrotropin-releasing hormone receptor (Homo sapiens), P34981; TRHR cells, fluo-8 calcium fluorescence, EC20 TRH enhancement; enhancement, % at 2 µM; hit rate 0.66% among 360,000; in the data active = enhancement above about 30%; note: 0% is about no effect
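TRHR-expressing cells loaded with fluo-8 calcium dye were read kinetically (ex 480/em 530) during compound addition, then stimulated with an EC20 of TRH (10 nM final). Enhancement of the Gq-mediated intracellular calcium response was scored.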
An asterisk follows results filed as active; ? = inconclusive; · = no result given; [ ] = dose if it differs, or a comment. Unless noted, calls come from the whole dose curve; as a rule, active = well fitted inhibition curve with a large enough effect; inconclusive = small, poorly fitted or top-dose-only effect; inactive = no such curve, though single readings can be large or run the other way. A portion of the library. The share of hits here may be higher or lower than overall.

SMILES	TrxR1 substrate	D2 antag	TRHR agonist	USP1-UAF1 inh	TrxR1 inh	D2 ag	mIDH1 inhibitor	Pin1 inh	TRHR PAM
CC(C)c1ccc(OCC(=O)Nc2ccc(S(=O)(=O)Nc3ncccn3)cc2)cc1	4.2%	·	0.1	2.3%	0.8%	-1.8	11.6%	10.3%	1.3
Cc1c(NCc2cc(Cl)ccc2O)c(=O)n(-c2ccccc2)n1C	-11.0%	-10.9	-0.1	-9.1%	-7.9%	-0.2	1.0%	4.2%	5.3
Cc1ccc(S(=O)(=O)N2CCN(S(=O)(=O)N(C)C)CC2)c(C)c1	-1.6%	-16.4	-0.8	-16.6%	-5.2%	-0.7	5.1%	1.0%	4.0
O=S(=O)(c1ccccc1)N1CCN(Cc2ccccc2)c2ccccc21	7.0%[57.1 µM]	·	·	-7.3%	13.4%[57.1 µM]	·	8.9%	21.2%	·
COc1ccc(-c2nnc(SCC(=O)N(Cc3ccccc3)C(C)(C)C)o2)cc1OC	-1.2%	1.7	-0.9	-24.2%	-2.3%	-0.1	4.2%	2.3%	1.3
O=C(COc1cccc2ccccc12)N/N=C/c1ccco1	-2.2%	16.7	1.9	-9.1%	7.2%	0.5	-0.2%	-1.7%	0.9
CCc1nn(CC(=O)NCCc2ccc(SC)cc2)c(=O)c2cc3sccc3n12	-0.1%	·	0.2	15.6%	13.8%	-0.3	-0.1%	4.0%	-4.0
COc1cc(-c2noc(-c3ccc(NC4CCCC4)c([N+](=O)[O-])c3)n2)cc(OC)c1OC	-3.7%	·	0.7	-24.4%	1.4%	-0.4	14.7%	10.8%	6.2
C[C@H](CO)N1C[C@H](C)[C@@H](CN(C)S(=O)(=O)c2ccc(F)cc2)Oc2c(NC(=O)Cc3ccccc3)cccc2C1=O	-3.6%	·	·	-29.3%	6.2%	·	-0.1%[38.3 µM]	3.9%	·
Cn1c(=O)[nH]c(=O)c2c1nc(NCc1ccccc1)n2CCCc1ccccc1	-11.4%	-6.3	-0.4	-13.8%	13.0%[57.1 µM]	0.3	1.3%	10.6%	-6.1
Cc1ccc2oc(-c3ccc(Cl)c(NC(=O)c4ccc(-c5ccccc5[N+](=O)[O-])o4)c3)nc2c1	0.8%	·	0.5	-26.5%	14.0%	0.2	0.1%	-0.2%	-7.3
COc1ccc(NC(C)=O)cc1S(=O)(=O)Nc1ccccc1C(=O)N1CCCC1	3.3%[57.1 µM]	11.4	0.4	-9.9%	26.5%[57.1 µM]	1.9	-1.2%	-1.6%	9.6
O=C(C(=O)c1ccc(O)c(O)c1)c1ccc(O)c(O)c1	8.5%[11.4 µM]	·	·	-19.1%	10.3%[11.4 µM]	·	-0.6%	-2.0%	·
COC(=O)CCCC1=CC2=CC(=O)C(C)(OC(=O)c3cccs3)C(=O)C2=CN1CCc1c[nH]c2ccccc12 (stereo unspecified)	-10.9%	17.4	-0.3	?	-23.9%	-0.6	19.3%	?	-0.1
Cc1ccc(C)c(S(=O)(=O)NCCN2CCOCC2)c1	-7.9%	-15.8	0.0	-14.6%	0.9%	0.4	-8.2%	-0.1%	-3.8
O=C1/C(=C\c2ccncc2)SC(=S)N1C1CCCCC1	-6.1%	-2.9	0.4	-10.6%	?	1.9	14.2%	0.7%	0.9
O=C(c1ccc([N+](=O)[O-])c(CS(=O)(=O)c2ccc(Cl)cc2)c1)N1CCCC1	5.0%[57.1 µM]	-10.3	0.6	-19.1%	8.1%[57.1 µM]	0.7	12.5%	0.3%	4.7
Cc1c(CC(=O)NCC(=O)NCC(=O)O)c(=O)oc2c(C)c3oc4c(c3cc12)CCCC4	18.3%	-16.7	0.0	?	11.3%	-0.7	10.0%	-0.2%	-5.5
Cc1c(C(=O)NCCN(C)C)sc2nc3n(c(=O)c12)CCC3	4.5%[11.4 µM]	·	0.3	6.4%	14.7%	1.6	-1.0%	-6.5%	7.2
Nc1ncnc2c1cnn2C1CC(O)C(CO)O1 (stereo unspecified)	12.0%[57.1 µM]	·	·	-10.4%	8.2%[11.4 µM]	·	-5.9%	-0.7%	·

Structural class, the entries above with a thiophene ring, fused or not
SMILES	TrxR1 substrate	D2 antag	TRHR agonist	USP1-UAF1 inh	TrxR1 inh	D2 ag	mIDH1 inhibitor	Pin1 inh	TRHR PAM
CCc1nn(CC(=O)NCCc2ccc(SC)cc2)c(=O)c2cc3sccc3n12	-0.1%	·	0.2	15.6%	13.8%	-0.3	-0.1%	4.0%	-4.0
COC(=O)CCCC1=CC2=CC(=O)C(C)(OC(=O)c3cccs3)C(=O)C2=CN1CCc1c[nH]c2ccccc12 (stereo unspecified)	-10.9%	17.4	-0.3	?	-23.9%	-0.6	19.3%	?	-0.1
Cc1c(C(=O)NCCN(C)C)sc2nc3n(c(=O)c12)CCC3	4.5%[11.4 µM]	·	0.3	6.4%	14.7%	1.6	-1.0%	-6.5%	7.2

(continued)
SMILES	TrxR1 substrate	D2 antag	TRHR agonist	USP1-UAF1 inh	TrxR1 inh	D2 ag	mIDH1 inhibitor	Pin1 inh	TRHR PAM
COc1ccc(NC(=O)Nc2ccccc2F)cc1	-8.1%	-6.0	-1.0	-5.2%	7.8%	0.2	2.9%	-6.8%	18.3
COc1ccc(CC(=O)OC(C)C(=O)Nc2c(C)n(C)n(-c3ccccc3)c2=O)cc1OC (stereo unspecified)	-4.5%	·	·	-17.1%	9.1%	·	-1.9%	-2.9%	·
COCCn1c(C)cc(O)c(C(c2ccc(F)cc2)N2CCC(C)CC2)c1=O (stereo unspecified)	8.3%[57.1 µM]	·	0.0	-10.9%	-13.8%[57.1 µM]	0.2	33.2%[activator]	-7.6%	-2.0
CC1Cc2cc(S(=O)(=O)CCC(=O)Nc3cccc(F)c3)ccc2N1C(=O)C1CC1 (stereo unspecified)	-0.3%	·	-0.2	1.2%	9.6%	·	0.0%	-1.0%	4.6
CC(Sc1nncn1C)C(=O)Nc1ccc(S(N)(=O)=O)cc1 (stereo unspecified)	-1.5%	1.5	0.5	-17.3%	18.5%	0.5	-9.8%	5.4%	5.1
COc1c(Cl)cc(C(=O)N(Cc2ccccc2F)C2CCS(=O)(=O)C2)cc1Cl (stereo unspecified)	-4.9%	·	-0.8	0.4%	15.4%	1.2	-12.3%	-7.7%	34.0*
CCOC(=O)C1(Cc2ccccc2C)CCCN(C(=O)c2cc(CC)nn2C)C1 (stereo unspecified)	-0.5%	-13.2	-1.5	-2.8%	22.5%	-0.2	5.2%	-3.7%	0.9
Cc1csc(SCC(=O)NCc2cccs2)n1	5.2%	-19.7	-1.4	-4.5%	3.6%	-0.5	6.0%	?	-2.9
CCC(=O)N1CCc2cc(S(=O)(=O)NCCC(=O)Nc3cc(C)ccc3OC)ccc21	-4.3%	·	-0.3	-8.7%	9.7%	0.6	22.7%	-2.4%	-0.1
O=S(=O)(Nc1cccc(-n2cnnn2)c1)c1ccccc1F	1.2%	6.2	0.0	-16.7%	31.6%	-2.5	3.2%	-3.7%	-0.4
COc1ccccc1N1CC(C(=O)Nc2nc(C)cs2)CC1=O (stereo unspecified)	-7.0%	7.4	-1.0	-5.1%	-4.1%	0.3	1.2%	3.0%	-3.6
Cc1nn(C)cc1C1Nc2ccccc2C(=O)N1O (stereo unspecified)	-4.7%	7.3	0.0	-18.5%	-23.1%	1.4	2.7%	1.0%	1.2
COc1ccc(/C=C2\SC(=O)N(CCNC(=O)Cc3coc4cc(C)ccc34)C2=O)cc1OC	1.7%	5.9	-0.2	-24.5%	11.9%	0.0	6.6%	50.5%[activator]	4.8
CC(C)CNC(=O)COC(=O)c1cc(S(=O)(=O)N(C)C)ccc1N1CCCC1	6.5%	9.5	0.0	-16.1%	7.1%	-1.0	9.5%	-1.1%	1.3
CCCCn1c(N)c(N(CC(C)C)C(=O)Cn2c(=O)cnc3ccccc32)c(=O)[nH]c1=O	0.9%[57.1 µM]	9.3	-0.2	-9.8%	-1.1%[57.1 µM]	-0.7	-10.9%	-4.0%	-1.6
Oc1ccc(C[C@@H]2CNCCN2CCc2cccc(F)c2)cc1	10.4%[57.1 µM]	4.1	0.4	-23.8%	11.4%[57.1 µM]	1.7	-9.2%	-2.6%	-2.9
COc1ccccc1C(=O)Nc1cccc(C(=O)OCc2cc(=O)n3nc(C4CC4)sc3n2)c1	1.5%[57.1 µM]	·	-0.9	?	12.6%[57.1 µM]	2.1	2.4%	1.7%	-1.2
O=C(COc1ccc(C(=S)N2CCOCC2)cc1)N1CCOCC1	-8.8%	0.5	-0.5	-11.1%	-2.7%	1.3	8.8%	-1.6%	-1.6
CN1N=C2c3ccccc3CCCC2C1c1ccc(F)cc1 (stereo unspecified)	5.2%[57.1 µM]	-4.0	-0.9	6.9%	-9.0%	1.4	6.0%	4.8%	-1.7
COC(=O)c1ccc(CN2C(=O)C(C)N(C(=O)c3c(F)cccc3F)c3ccccc32)cc1 (stereo unspecified)	-7.1%	-0.4	-0.6	-24.4%	18.0%	-0.9	-1.9%	10.0%	-2.9
COC(=O)[C@@]12CCCCN1[C@H](c1ccc(-c3ccc(C(C)=O)cc3)cc1)[C@H]1C(=O)N(C)C(=O)[C@H]12	-2.9%	-1.4	0.3	?	12.1%	-0.1	7.8%	2.3%	3.2
COc1cccc2c1-c1c(C(=O)O)cccc1C2=O	-0.7%	-4.7	-0.2	-14.3%	6.3%	1.9	-1.2%	-8.8%	-4.0

Screening data deposited in PubChem BioAssay by National Center for Advancing Translational Sciences (NCATS).
